# Screening data from PubChem BioAssay.
# eIF4E 4G PPI = inhibitors of eIF4E and eIF4G interaction in translation initiation. hit rate 0.37% among 220,000. TR-FRET eIF4E-eIF4GI(517-606) binding, 2 h. P63073+Q04637. inhibition, % at 21.7 µM;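 active means inhibition above about 30%, limit read from the data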;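 further: 0% = full FRET control wells and 100% = background wells lacking eIF4GI fragment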
# S1P4 ag = agonists of human S1P4 receptor | O95977 | S1P4-expressing cell line, agonist reporter assay | activation, % at 4.98 µM | hit rate 0.35% among 220,000 | AID 1509; in the data active means activation above about 11%;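 further: 0% = DMSO vehicle and 100% = reference agonist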
# Target sequence (O95977 whole entry, looked up): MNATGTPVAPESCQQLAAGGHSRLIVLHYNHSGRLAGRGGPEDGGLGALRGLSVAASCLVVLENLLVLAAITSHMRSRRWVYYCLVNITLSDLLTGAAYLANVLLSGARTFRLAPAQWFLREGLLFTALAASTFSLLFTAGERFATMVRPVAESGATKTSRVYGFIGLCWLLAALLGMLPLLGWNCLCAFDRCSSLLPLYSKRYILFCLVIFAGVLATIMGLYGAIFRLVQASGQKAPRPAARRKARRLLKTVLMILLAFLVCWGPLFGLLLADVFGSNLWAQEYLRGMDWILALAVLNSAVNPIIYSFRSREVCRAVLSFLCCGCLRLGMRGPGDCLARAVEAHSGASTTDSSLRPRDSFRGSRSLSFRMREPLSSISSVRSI
# S1P4 antag = antagonists of human S1P4 receptor | S1P4-expressing cells, antagonist mode, reporter read-out | inhibition, % at 4.98 µM | hit rate 0.26% among 220,000 | AID 1510; in the data active means inhibition above about 29%;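 further: 0% = wells stimulated with agonist and 100% = vehicle wells without agonist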
# BaF3 parental = counter-screen for JAK2V617F inhibitors: parental Ba/F3 viability inhibitors; CellTiter-Glo ATP luminescence; inhibition, % at 5.6 µM; hit rate 1.1% among 220,000; AID 1486;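 active means inhibition above a per-campaign cutoff, the mean inhibition of all tested compounds plus 3 SD, cut at about 27% in these data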;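 further: 0% = DMSO wells and 100% = JAK Inhibitor I control wells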
# NPY2 pot ag = potentiates or activates human NPY-Y2 receptor. cells expressing NPY-Y2, potentiator/agonist read-out. activation, % at 3.6 µM. hit rate 0.45% among 220,000; in the data active means activation above about 27%;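 further: cells stimulated with NPY near EC25 plus isoproterenol at EC100; 0% = vehicle plus submaximal agonist and 100% = vehicle plus saturating agonist; some results beyond the cut were filed as inactive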
# Mdm2 ligase inh = inhibitors of human Mdm2 E3 ubiquitin ligase; cell-based MDM2 ubiquitination luciferase reporter, 2 h; 0 = plate control, 100 = twice control, blank-subtracted; signal enhancement, % at 5 µM; hit rate 0.11% among 210,000; AID 1230;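 active means signal enhancement of 30% or more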;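 further: luminescence tracks abundance of the self-degrading MDM2-luciferase fusion protein; higher signal means inhibition of MDM2 E3 ligase activity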
# Target sequence (Q00987 whole entry, looked up, the tested form may be a part): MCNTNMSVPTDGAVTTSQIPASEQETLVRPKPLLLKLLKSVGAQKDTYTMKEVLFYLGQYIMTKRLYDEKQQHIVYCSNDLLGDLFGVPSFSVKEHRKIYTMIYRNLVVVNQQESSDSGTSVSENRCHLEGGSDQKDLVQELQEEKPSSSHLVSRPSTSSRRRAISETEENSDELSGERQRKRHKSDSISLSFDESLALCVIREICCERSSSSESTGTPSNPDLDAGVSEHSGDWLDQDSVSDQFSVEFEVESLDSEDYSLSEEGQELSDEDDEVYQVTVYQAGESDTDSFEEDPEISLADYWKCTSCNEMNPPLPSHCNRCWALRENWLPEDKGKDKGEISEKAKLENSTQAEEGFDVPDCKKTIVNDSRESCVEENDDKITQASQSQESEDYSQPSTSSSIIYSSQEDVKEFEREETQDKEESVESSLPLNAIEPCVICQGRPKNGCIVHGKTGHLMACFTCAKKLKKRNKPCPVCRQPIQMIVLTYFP
#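 Assay system: stable mammalian line carrying autodegrading MDM2–luciferase fusion reporter; Input: 2000 cells in each well; Compound dosing: single-point 5 µM; Schedule: 2 h compound exposure at 37 °C; Signal: SteadyLite luciferase luminescence after 15 min room-temperature reagent incubation; Evaluation: % luminescence enhancement versus blank-corrected plate control mean; Benchmarks: plate controls and plate blanks.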
# Ba/F3 V617F tox = reduce viability of Ba/F3 cells dependent on JAK2V617F | hit rate 1.1% among 220,000 | inhibition, % at 5.6 µM | Ba/F3 EpoR-JAK2V617F viability, ATP luminescence;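 active means inhibition above the campaign mean plus 3 SD over all tested compounds, cut at about 24% in these data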;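 further: cytokine-independent growth of Ba/F3 cells driven by EpoR plus mutant JAK2; 0% = DMSO-treated cells and 100% = JAK inhibitor I control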
# PERK inhibitor = human PERK inhibition, primary cell-based screen. CHO PERK-DD fusion, SEAP luminescence translation reporter. hit rate 0.17% among 220,000. inhibition, % at 5.6 µM. AID 1416. Q9NZJ5;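 active means inhibition above the mean inhibition of all tested compounds plus 3 SD, set separately per screening campaign, cut at about 2.9% in these data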;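 further: PERK kinase domain activated by AP20187 dimerizer at 100 nM; 0% = DMSO with dimerizer and 100% = rapamycin at 8.4 µM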
# Wee1 stabilizer = inhibitors of human Wee1 degradation | HeLa Luc-Wee1K328M stability, luciferase luminescence; 100% = proteasome inhibitor MG132 effect | P30291 | reporter increase, % at 5 µM | hit rate 1.2% among 220,000;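 active means activation above the mean of all tested compounds plus 3 SD, set per screening run, cut at about 8.8% in these data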;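 further: cells exposed to compound for 20 h before luminescence read; 0% = DMSO alone and 100% = MG132 at 30 µM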
# The depositor's hits bear a star; · = no result given; [ ] = another dose, or the depositor's remark.
SMILES,eIF4E 4G PPI,S1P4 ag,S1P4 antag,BaF3 parental,NPY2 pot ag,Mdm2 ligase inh,Ba/F3 V617F tox,PERK inhibitor,Wee1 stabilizer
FC(F)(F)c1cccc(-c2nc3nc(Cl)c(Cl)nc3[nH]2)c1,-7,-0.1,11,3,40,·,4,0.5,-1
COc1ccc(CC(=O)OCC(=O)Nc2c(C)n(C)n(-c3ccccc3)c2=O)cc1,-7[fluorescence artefact?],-1.7,-7,1,-2,6,-2,1.0,5
C/C(=N\N=C(N)N)c1ccc(Cl)cc1,-5,-1.4,0,12,-4,-17,9,0.4,-1
O=C(CN(Cc1cccs1)C(=O)CSc1nnc(COc2ccccc2)o1)NC1CCCCC1,6,0.0,-10,2,-9,0,0,-0.7,-1
CC(=O)c1ccc(NC(=O)C2CC(=O)Nc3nc4ccccc4n32)cc1 (centres undefined),4,-0.1,-26,-2,20,·,-2,0.6,12*
CCC(CC)NC(=O)CCCSc1nc2ccccc2[nH]1,0,0.8,-4,1,0,-13,2,-0.4,-3
Cn1cc(/C=N\NC(=O)C2COc3ccccc3O2)c2ccccc21 (centres undefined),4,0.7,-12,-1,4,-6,0,0.5,-2
CCc1nnc(NC(=O)COc2ccccc2[N+](=O)[O-])s1,5,-0.5,-7,0,-16,-15,1,1.3,0
COn1c(=O)c(-c2ccc(Cl)cc2)[n+]([O-])c2ccccc21,3,0.8,-4,3,6,6,0,0.4,1
Cn1c(CN2CCOCC2)nnc1SCC(=O)NCCc1ccccc1,-3,-0.9,-4,4,17,-2,-5,1.1,2
CSCCC(NC(=O)c1ccccc1Br)C(=O)Nc1ccc(C)cc1 (centres undefined),2,0.1,-18,7,-6,-13,-3,0.4,0
CC(C)C(C(=O)NC1=NCCS1)c1ccc(Cl)cc1 (centres undefined),-4,-1.0,-11,-2,12,-11,2,0.2,-3
Cc1cccc(C(=O)Nc2cc(=O)n(C)c(=O)n2C)c1,6,0.2,-2,-2,4,2,-6,0.8,3
CN1CCc2c(sc3c2c(=O)n(-c2ccccc2)c2n[nH]c(=S)n32)C1,-6,0.5,-23,3,-9,-15,2,0.8,1
O=C(OCc1nc2ccccc2[n+]([O-])c1C(=O)c1ccccc1)c1cccnc1,4,0.9,4,-4,6,0,-2,0.6,-3
NS(=O)(=O)c1ccc(NCc2c(F)cccc2Cl)cc1,-4,2.1,9,3,4,-15,-1,0.9,3
CC(Cc1c[nH]c2ccccc12)NC(N)=O (centres undefined),-1,1.4,-19,3,-3,-5,-1,0.3,-5
CC(C)c1ccc(/C=N/Nc2ccc(C(=O)O)cc2)cc1,1,0.1,-5,7,3,-84,7,1.1,-4
COc1ccc(CCN(Cc2cccs2)S(=O)(=O)c2ccc(C(=O)O)cc2)cc1OC,-1,0.6,4,3,-5,-4,-2,0.7,0
CCc1cccc(NC(=O)CSCc2cc(=O)[nH][nH]2)c1,-1,-4.1,10,2,1,-17,-2,0.0,-2
CC(=O)c1ccc(NC(=O)c2ccc(S(=O)(=O)c3ccccc3)cc2)cc1,3,2.2,-20,6,10,-12,-1,0.2,0
Cc1ccc(-n2[nH]c3c4c(ccc3c2=O)C(=O)c2ccccc2C4=O)cc1,1[fluorescence artefact?],0.6,-1,7,-3,13,1,1.5,2
COc1ccc(/C=N/n2cncn2)cc1CSc1ccccn1,3,-0.7,7,6,3,-8,2,0.4,-1
CC(C)(C)c1ccc(/C=N/Nc2cccc(C(=O)O)c2)cc1,2,-0.6,-7,3,-15,·,-3,1.1,-2
CCNC(=S)N=Nc1c(O)[nH]c2ccc(C(C)C)cc12,0,0.6,4,7,13,-9,1,-1.2,-2
CCCC(C)NC(=O)/C=C/c1cccc([N+](=O)[O-])c1 (centres undefined),-6,-0.6,-8,-1,1,7,-1,0.7,1
COc1cccc2cc(-c3ccccc3)c(=O)oc12,3,0.8,-14,8,5,-9,1,0.1,3
CCCc1ccc(C(=O)CCC(=O)O)cc1,0,-0.5,5,7,-11,-52,2,1.0,0
O=C(O)CCNC(=O)c1ccccc1,-2,1.7,-12,4,5,·,-5,0.8,-1
O=c1oc2cccnc2n1CCS(=O)(=O)c1ccc(F)cc1,5,-1.1,9,-4,8,-7,-3,1.4,0
COCCNC(=O)c1ccc2c(=O)n(Cc3ccco3)c(SCC(=O)NC3CCCCC3)nc2c1,10,0.1,-20,3,3,-6,-2,1.0,0
COc1cc(NC(=O)c2cc3ccccc3o2)c(OC)cc1Br,4,0.0,-6,-1,-11,-9,-2,0.4,0
O=C(CCCNS(=O)(=O)c1cccs1)N1CCc2ccccc2C1,-10,-0.2,-34,5,0,-1,1,-0.9,5
O=C(CC1C(=O)NCCN1Cc1ccoc1)NCCCn1ncc2ccccc21 (centres undefined),3,0.2,18,0,9,-7,-2,0.9,-3
COCC(=O)N(C)c1nnc(-c2cnccn2)s1,2,0.7,-22,4,0,-17,5,-0.5,-3
CCSc1nnc(NC(=O)C(CC)(C(F)(F)F)C(F)(F)F)s1,4[fluorescence artefact?],2.4,6,7,2,2,2,0.1,-1
CCN(CC)S(=O)(=O)c1ccc2c(c1)c(=O)c(C(=O)NCCOC)cn2C,11,0.1,-10,7,-9,-19,3,0.1,-2
Cc1cc(C2=NNC(=NC3CC3)SC2)c(C)n1-c1ccccc1F,-3[fluorescence artefact?],0.3,-7,4,14,-91,-1,0.3,-4
Cc1cc(OC(=O)c2ccccc2)c([N+](=O)[O-])c(=O)[nH]1,3,0.9,9,0,1,40*,2,0.8,-3
Cc1ccc(OC(=O)CCc2c(C)nc3ncnn3c2C)cc1,-5,-0.9,-1,7,-19,-3,1,1.1,-2

# Mdm2 ligase inh, entries above that show a hit.
canonical_smiles | eIF4E 4G PPI | S1P4 ag | S1P4 antag | NPY2 pot ag | Mdm2 ligase inh | PERK inhibitor | Wee1 stabilizer
Cc1cc(OC(=O)c2ccccc2)c([N+](=O)[O-])c(=O)[nH]1 | 3 | 0.9 | 9 | 1 | 40* | 0.8 | -3

# Going on with the list.
SMILES,eIF4E 4G PPI,S1P4 ag,S1P4 antag,BaF3 parental,NPY2 pot ag,Mdm2 ligase inh,Ba/F3 V617F tox,PERK inhibitor,Wee1 stabilizer
N#Cc1c(SCC(N)=O)nsc1SCc1ccc(Cl)cc1,-15,0.6,-2,6,-9,·,2,0.2,-1
COc1ccc(CCNC(=O)CSCc2c(F)cccc2Cl)cc1OC,-9,-1.4,-3,6,-13,-19,6,0.1,-1
CC1CCc2sc(C(=O)OCC(=O)NC(C)C)cc2C1 (centres undefined),2,-1.8,-14,0,10,-4,-3,-0.2,0
O=C(CC1(O)C(=O)Nc2ccccc21)c1ccc2c(c1)OCO2 (centres undefined),-4,0.8,-8,5,8,-28,-2,1.5,2
COc1ccc(N2CCN(C(=O)c3cccnc3SCc3cccc(Br)c3)CC2)cc1,6,1.0,0,12,-16,0,2,-0.3,4
Cc1ccc(NC(=S)N(CCCN2CCOCC2)Cc2cccnc2)cc1C,2,0.8,-16,12,13,9,0,0.6,-1
COc1ccc(C(=O)O/N=C(\C)c2ccccc2)cc1,-2,-1.7,6,0,1,15,-5,0.8,1
Cc1ccc(CN2C(=O)c3ccccc3NC2c2ccccn2)cc1 (centres undefined),3,1.3,-11,12,-24,-38,7,-0.2,-3
O=C1c2ccccc2C(=O)N1CCCCSc1nnc2ccccn12,3,0.6,-2,2,7,-13,4,0.4,3
Cc1ccc(S(=O)(=O)Nc2ccc(C(=O)Nc3cc(C)on3)cc2)cc1,1,0.8,-17,3,7,-3,1,-0.7,2
O=C(Cn1nnc2ccccc2c1=O)Nc1ccc(S(=O)(=O)N2CCOCC2)cc1,3,-0.7,2,1,9,-7,0,1.4,-2
Cc1ccc(-c2cc(-c3cccs3)[nH]n2)c(O)c1,-2,0.6,14,3,2,-13,4,-0.4,2
COc1ccc2c(c1)[nH]c1c(Cl)ncnc12,3,-2.2,-8,0,-12,-10,-2,0.6,3
CCN(CC)C(=O)c1ccc(Nc2nnc(C)c3ccccc23)cc1,4,0.3,-6,0,-8,5,-2,-0.5,-1
Cc1cccc(OCCC(=O)Nc2nnc(C)s2)c1,-2,1.3,-15,-2,10,-17,-1,0.4,-3
COc1ccc(C(=O)c2c[nH]c(C(=O)NCCCn3ccnc3)c2)cc1,-4,2.6,-7,3,-4,-4,4,-0.2,0
CCOc1ccc(NC2=NCC(=O)N2Cc2cccs2)cc1,-3,-1.7,-2,0,5,8,1,0.7,-1
CC(=O)OCC(=O)NCc1ccc2c(c1)OCO2,0,1.2,-62,-1,9,-17,-5,-0.1,1
COCC(=O)NC1CC2CCC(C1)N2C(=S)Nc1ccccc1C(=O)OC (centres undefined),6,0.2,-17,-2,-6,-1,0,0.6,1
CCOC(=O)CC1=CC(=O)Nc2ccccc2N1,2,-0.2,-34,-1,14,-14,-4,1.4,1
COc1ccc(CCNC2CC(=O)N(C)C2=O)cc1OC (centres undefined),3,-3.1,-2,-1,13,-11,-3,0.8,1
CCOC(=O)c1ccc(NC(=O)C23CCC(C)(C(=O)O2)C3(C)C)cc1 (centres undefined),-6[fluorescence artefact?],-1.6,6,1,8,9,0,0.6,-1
COc1cccc(C2C(C(=O)c3cc4ccccc4o3)=C(O)C(=O)N2CCN(C)C)c1OC (centres undefined),·,1.9,-3,3,11,·,-3,0.7,-4

# Shown with two lines to a compound: six of the compounds above.
# Screens in order – eIF4E 4G PPI, S1P4 ag, S1P4 antag, BaF3 parental, NPY2 pot ag, Mdm2 ligase inh, Ba/F3 V617F tox, PERK inhibitor, Wee1 stabilizer
> O=C1c2ccccc2C(=O)N1CCCCSc1nnc2ccccn12
    3, 0.6, -2, 2, 7, -13, 4, 0.4, 3
> Cc1ccc(S(=O)(=O)Nc2ccc(C(=O)Nc3cc(C)on3)cc2)cc1
    1, 0.8, -17, 3, 7, -3, 1, -0.7, 2
> O=C(Cn1nnc2ccccc2c1=O)Nc1ccc(S(=O)(=O)N2CCOCC2)cc1
    3, -0.7, 2, 1, 9, -7, 0, 1.4, -2
> Cc1ccc(-c2cc(-c3cccs3)[nH]n2)c(O)c1
    -2, 0.6, 14, 3, 2, -13, 4, -0.4, 2
> COc1ccc2c(c1)[nH]c1c(Cl)ncnc12
    3, -2.2, -8, 0, -12, -10, -2, 0.6, 3
> CCN(CC)C(=O)c1ccc(Nc2nnc(C)c3ccccc23)cc1
    4, 0.3, -6, 0, -8, 5, -2, -0.5, -1

# Hits appear at their usual frequency. About 4.1% of those tested had a hit in this group.
